Assay outcomes: PubChem, National Center for Advancing Translational Sciences (NCATS)
PGK inhibitor: T. brucei PGK inhibition. P07378. PGK/GAPDH coupled, Kinase-Glo luminescence, 60 min. Potency, µM (doses to about 57.5 µM), for inactives: at the highest dose activity change, negative = inhibition, usual class: inhibitors. hit rate 0.043% among 380,000; also: potency is read from the fitted curve at half-maximal effect; % is scaled to controls: 0 for no effect and ±100 for the full control effect; nearly all actives have a fitted effect of over 60% in size
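Luminescent ATP detection (Kinase-Glo Plus) follows a 60-minute room-temperature incubation, with wells lacking PGK as controls. Buffer: 100 mM TEA (pH 7.6), 5 mM MgCl2, 0.01% Tween-20. Coupling enzyme GAPDH (100 nM final) supplies unstable 1,3-BPG in-well.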
APE1 inh: inhibitors of human APE1 endonuclease; recombinant APE1, TAMRA/BHQ-2 abasic DNA cleavage fluorescence; Potency, µM (top dose mostly 65.8 µM), for the others: at the highest dose activity change, negative = inhibition, most hits filed as inhibitors; AID 2517; hit rate 0.35% among 350,000;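 also: potency is read from the fitted curve at half-maximal effect; plate controls were vehicle for no effect and reference inhibitor for full effect; nearly all actives have a fitted effect of over 55% in size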
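0.75 nM APE1 + cpd, 15 min RT; start w/ 50 nM TAMRA/BHQ-2 THF-abasic dsDNA; kinetic fluor 525/598 nm ×3 reads @60 s; Δ(read3−read1); normalized to DMSO and NSC13755 control wells.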
Anesthetic bind: binds horse apoferritin like a general anesthetic; apoferritin/1-aminoanthracene competitive binding, fluorescence; P02791; hit rate 0.074% among 350,000; AID 485281; Potency, µM (highest dose often 77.5 µM), inactives show at the top dose activity change, negative = displacement, most hits filed as inhibitors; also: potency is read from the fitted curve at half-maximal effect; % is scaled to controls: 0 for no effect and ±100 for the full control effect; nearly all actives have a fitted effect of over 20% in size
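Read-out: endpoint 1-AMA fluorescence, excitation 380 nm and emission 535 nm, after compounds sit 10 min at room temperature with 10 uM horse-spleen apoferritin in 50% saturated 1-AMA/PBS. Values come from four-parameter Hill fits.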
RXFP1 antagonist: blocks the human relaxin receptor RXFP1. Q9HBX9. hit rate 0.59% among 350,000. AID 1259400. activity change, negative = inhibition, % at 57.5 µM. HEK293-RXFP1, relaxin-stimulated cAMP HTRF, 30 min; hits give low values;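 active = activity change of -60% or lower, but not beyond a set lower limit; inconclusive = change between -60% and -40%, or beyond the set limit; inactive = change above -40%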; also: % is scaled to controls: 0 for no effect and ±100 for the full control effect
POLB inh: blocks human DNA polymerase beta activity; P06746; Pol beta primer extension/strand displacement, fluorescence kinetic; Potency, µM (top dose mostly 114 µM), without a hit: at the top dose activity change, negative = inhibition, hits mostly inhibitors; hit rate 1.3% among 340,000; AID 485314; also: potency is read from the fitted curve at half-maximal effect; % is scaled to controls: 0 for no effect and ±100 for the full control effect
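Enzyme-only controls used 10 nM Pol beta; buffer lacking enzyme served as negative control. Compound preincubated 15 min, then 50 nM substrate added; 0 and 10 min reads at room temperature.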
Pol eta inh: inhibitors of human DNA polymerase eta; hit rate 1.2% among 390,000; Potency, µM (doses to about 114 µM), inactives show at the highest dose activity change, negative = inhibition, hits mostly inhibitors; AID 588591; Q9Y253; recombinant Pol eta, fluorescent DNA replication assay; also: potency is read from the fitted curve at half-maximal effect; % is scaled to controls: 0 for no effect and ±100 for the full control effect
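Pol eta at 10 nM preincubated with compounds 15 min at room temperature; reaction started with fluorescent substrate (50 nM final) and read kinetically at 0 and 10 min.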
POLI inh: inhibitors of human DNA polymerase iota; Q9UNA4; Pol iota fluorescent replication assay, 10 min; Potency, µM (titrated, usually from 115 µM), without a hit: top-dose activity, negative = inhibition, hits mostly inhibitors; hit rate 1% among 390,000; also: potency is read from the fitted curve at half-maximal effect
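Pol iota at 10 nM preincubated 15 min with compounds at room temperature; reaction started with fluorescent substrate, 50 nM final. Fluorescence read kinetically at 0 and 10 min; buffer-only wells as negative control.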
BLM inh: inhibitors of human Bloom syndrome helicase BLM; P54132; AID 2528; hit rate 0.2% among 350,000; Potency, µM (doses to about 56.1 µM), for the others: at the highest dose activity change, negative = inhibition, most hits filed as inhibitors; recombinant BLM DNA unwinding, fluorescence dequenching;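 also: potency is read from the fitted curve at half-maximal effect; plate controls were vehicle for no effect and no enzyme for full effect; nearly all actives have a fitted effect of over 35% in size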
Target sequence (P54132 whole entry, looked up): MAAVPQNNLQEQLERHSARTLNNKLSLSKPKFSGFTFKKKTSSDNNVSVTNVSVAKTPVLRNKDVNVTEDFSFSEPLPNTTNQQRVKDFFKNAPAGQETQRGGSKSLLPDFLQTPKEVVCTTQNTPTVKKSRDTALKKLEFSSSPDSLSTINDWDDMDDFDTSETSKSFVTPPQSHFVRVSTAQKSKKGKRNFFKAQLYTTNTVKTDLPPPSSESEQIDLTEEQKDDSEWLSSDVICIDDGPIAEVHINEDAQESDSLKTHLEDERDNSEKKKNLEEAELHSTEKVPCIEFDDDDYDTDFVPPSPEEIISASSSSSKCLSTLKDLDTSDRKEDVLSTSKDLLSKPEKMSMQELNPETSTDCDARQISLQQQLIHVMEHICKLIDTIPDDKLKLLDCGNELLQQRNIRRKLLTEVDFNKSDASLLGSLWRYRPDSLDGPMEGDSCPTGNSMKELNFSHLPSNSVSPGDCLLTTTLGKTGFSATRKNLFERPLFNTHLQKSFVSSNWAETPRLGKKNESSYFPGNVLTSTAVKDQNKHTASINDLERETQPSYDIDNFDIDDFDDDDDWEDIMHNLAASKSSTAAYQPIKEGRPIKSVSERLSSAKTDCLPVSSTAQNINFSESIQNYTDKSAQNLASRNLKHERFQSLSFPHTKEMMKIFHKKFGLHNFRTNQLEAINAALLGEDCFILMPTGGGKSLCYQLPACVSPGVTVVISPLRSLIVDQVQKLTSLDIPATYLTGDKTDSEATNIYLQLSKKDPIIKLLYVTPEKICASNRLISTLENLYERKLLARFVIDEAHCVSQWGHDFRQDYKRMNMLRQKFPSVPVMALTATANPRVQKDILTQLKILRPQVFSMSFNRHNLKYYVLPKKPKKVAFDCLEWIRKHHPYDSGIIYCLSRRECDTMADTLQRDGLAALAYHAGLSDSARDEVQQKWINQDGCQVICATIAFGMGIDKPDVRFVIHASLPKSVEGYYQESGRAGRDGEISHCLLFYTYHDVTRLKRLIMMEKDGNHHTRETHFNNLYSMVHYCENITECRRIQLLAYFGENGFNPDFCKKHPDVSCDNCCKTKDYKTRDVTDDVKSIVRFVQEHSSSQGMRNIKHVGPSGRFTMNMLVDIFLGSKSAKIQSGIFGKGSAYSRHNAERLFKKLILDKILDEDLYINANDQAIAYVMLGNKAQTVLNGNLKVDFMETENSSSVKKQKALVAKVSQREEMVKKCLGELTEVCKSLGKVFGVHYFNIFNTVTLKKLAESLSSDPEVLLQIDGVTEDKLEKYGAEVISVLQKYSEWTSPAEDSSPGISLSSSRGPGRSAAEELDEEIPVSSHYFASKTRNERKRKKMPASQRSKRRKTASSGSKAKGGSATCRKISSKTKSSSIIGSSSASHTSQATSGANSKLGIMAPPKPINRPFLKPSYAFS
POLK inh: blocks human DNA polymerase kappa activity; Q9UBT6; purified Pol kappa, fluorescent DNA synthesis assay, 10 min; Potency, µM (titrated, usually from 107 µM), for the others: top-dose activity, negative = inhibition, most hits filed as inhibitors; hit rate 0.53% among 400,000; AID 588579; also: potency is read from the fitted curve at half-maximal effect; % is scaled to controls: 0 for no effect and ±100 for the full control effect
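Activity was followed as the change in fluorescence between reads at 0 and 10 min after starting the reaction with 50 nM substrate. Beforehand, 10 nM polymerase had been preincubated with compound for 15 min at room temperature.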
Numbers without * were called inactive; i = inactive; u = inconclusive; x = no result given; & = joins results of further samples; [ ] = remark or other dose. Unless noted, calls follow the shape of the dose curve; as a rule, active = well fitted curve in the direction sought with a large enough effect; inconclusive = small, poorly fitted or top-dose-only effect, or another doubt; inactive = no such curve, though single readings can be large; an effect the other way counts as inactive or inconclusive.

canonical_smiles,PGK inhibitor,POLI inh,POLB inh,POLK inh,APE1 inh,RXFP1 antagonist,BLM inh,Anesthetic bind,Pol eta inh
Cc1cc(C)n2nc(C(=O)N(C)c3c(N)n(Cc4ccccc4)c(=O)[nH]c3=O)nc2n1,i,-13.8%,x,-10.9%,15.3%,-8.1,x,x,-13.2%
O=C(CSc1nc2c(cnn2-c2ccc(F)cc2)c(=O)[nH]1)Nc1nccs1,-1.0%,-13.7%,-11.8%,-0.2%,u,-2.1,-7.5%,-9.8%,-5.9%
COc1ccccc1NC(=O)CCn1c(=S)oc2ccccc21,8.1%,3.3%,-2.3%,-13.9%,-6.0%,3.0,-1.4%,-7.6%,-2.4%
O=C(O)c1ccccc1C(=O)c1ccc(N2CCCC2)c([N+](=O)[O-])c1,i,86.2%[activator],u,-11.4%,-3.4%,-5.3,0.0%,-11.0%,-15.0%
C/C(Cl)=C\COc1cc(C)nc2c(Br)cccc12,-10.0%,2.9%,0.7%,2.8%,3.0%,-10.2,-9.9%,-13.0%,-0.9%
CC(C)COc1ncnc2c1sc1nc3c(cc12)COC(C)(C)C3,x,x,21.7%,x,16.1%,x,-4.5%,-1.2%,x
O=C(COc1ccc(Cl)cc1)Nc1ccc(NC(=O)c2ccco2)cc1,-1.6%,117.7%[activator],12.6%,3.8%,30.2%,-4.2,-4.6%,1.8%,-2.9%
Cc1ccccc1OCC(=O)N1CCC2(CC1)CC(=O)c1ccccc1O2,-2.4%,23.6%,x,-4.4%,1.1%,-9.0,x,x,-1.3%
O=C(/C=C/c1ccc(F)cc1)Nc1cc(S(=O)(=O)N2CCOCC2)ccc1N1CCCC1,-11.1%,-0.8%,-0.1%,-2.9%,-5.0%,x,-5.7%,-0.4%,-17.3%
Cc1ccsc1C(=O)N[C@@H](C)c1nnc2ccccn12,-1.8%,-24.8%,33.9%,-18.2%,12.6%,5.9,1.8%,-2.6%,-13.3%
C=Cc1ccc(Cn2c(=O)n(CC3CCC(C(=O)NC(C)C)CC3)c(=O)c3sccc32)cc1 (stereo not drawn),i,6.3%,u,-14.0%,x,-7.9,-6.5%,4.2%,-8.4%
COc1cc(NC(=O)c2ccccc2)c(OC)cc1NC(=O)CN1C(=O)NC2(CCCCC2C)C1=O (stereo not drawn),i,48.6%,x,9.0%,3.4%,-3.4,x,x,-14.9%
Cc1ccc(C(=O)N2CCN(c3ccc(C(F)(F)F)cn3)CC2)o1,i,16.0%,x,2.0%,-17.8%,-5.1,x,x,-4.2%
Cc1cc(C(=O)OCC(=O)Nc2c(Cl)cccc2C(F)(F)F)c(C)o1,1.3%,1.6%,x,-12.3%,11.0%,1.2,x,x,-19.7%
COC(=O)c1ccc(CSc2nc3ccccc3c(=O)n2Cc2ccco2)o1,-8.1%,u,4.5%,-7.4%,-3.5%,-9.0,-6.5%,0.2%,3.1%
COc1ccc(C2=NOC(C(=O)Nc3cccnc3Cl)C2)cc1 (stereo not drawn),x,-4.3%,-15.2%,-15.1%,-1.8%,-1.9,1.3%,-9.6%,-5.6%
O=S(=O)(NCc1ccccc1)c1ccc(F)cc1Br,-9.6%,-12.1%&-11.4%,-3.8%,-18.9%&8.5%,-3.1%&1.4%,x,2.8%&-0.5%,u,-11.6%
Cc1cc(OCCOCCNC(C)C)cc(C)c1Cl,i,-19.5%,u,4.7%,-1.5%,-18.6,0.2%,u,-17.1%
Cc1ccc(NC(=O)c2cc3c([nH]c2=O)CC(C)(C)CC3=O)c(C)c1,i,13.4%,-0.3%,0.8%,x,-2.3,-5.6%,-6.2%,-1.1%
CCN(CC)c1ccc(NC(=O)COC(=O)c2cccs2)cc1,-0.6%,22.5%,-13.8%,-16.4%,u,10.3,-15.4%,2.0%,-21.5%
O=C1N(c2ccccc2)C[C@@H]2C[C@@H](c3cccs3)N3CCC[C@@]123,i,29.2%,22.0%,-8.6%,16.9%,6.9,-4.4%,-10.6%,-5.8%
CCOC(=O)c1cnc(SC2CCc3ccccc3C2=O)nc1N (stereo not drawn),-2.4%,41.0%[activator],u,-20.4%,0.3%,-1.5,-6.0%,u,1.9%
O=C(NCc1ccccc1Cl)c1ccc(Cn2cc(C(F)(F)F)ccc2=O)cc1,-3.7%,3.2%,12.9%,-9.7%,0.4%,30.6,-6.2%,-23.2%,-2.9%
O=C(COC(=O)c1ccc(S(=O)(=O)Nc2ccccc2)cc1)NCc1ccco1,-1.5%,0.9%,u,-20.7%,0.0%,-8.6,-9.3%,-20.7%,7.3%
COc1ccc(C(C)C)cc1S(=O)(=O)N1CCC(C(=O)NCc2cccnc2)CC1,4.5%,103.7%[activator],9.2%,-2.2%,29.1%[12.4 µM],-2.1,-1.1%,-6.3%,-7.4%

Overlap with the part before: two compounds; new compounds follow.
canonical_smiles,PGK inhibitor,POLI inh,POLB inh,POLK inh,APE1 inh,RXFP1 antagonist,BLM inh,Anesthetic bind,Pol eta inh
O=C(COC(=O)c1ccc(S(=O)(=O)Nc2ccccc2)cc1)NCc1ccco1,-1.5%,0.9%,u,-20.7%,0.0%,-8.6,-9.3%,-20.7%,7.3%
COc1ccc(C(C)C)cc1S(=O)(=O)N1CCC(C(=O)NCc2cccnc2)CC1,4.5%,103.7%[activator],9.2%,-2.2%,29.1%[12.4 µM],-2.1,-1.1%,-6.3%,-7.4%
O=C(Nc1ccc(Cl)c(S(=O)(=O)N2CCOCC2)c1)c1ccc(OCC2CCCO2)cc1 (stereo not drawn),-3.5%,-4.6%,-9.1%,-14.1%,12.0%,-29.9,-8.6%,-16.8%,-25.9%
Cc1cccc(C)c1NC(=O)c1ccc2c(c1)CCN2S(C)(=O)=O,-3.7%,34.6%[activator],17.9%,-2.0%,45.4%,21.4,-4.0%,-4.9%,-5.6%
CCn1c(NC(=O)C(C)C)c2ccccc2nc1=O,-1.6%,27.5%,17.7%,4.6%,3.4%,0.1,-2.4%,-5.5%,-11.4%
O=C(NCc1ccccc1)c1cccc(COc2ccccc2Cl)c1,1.9%,26.0%,1.6%,-18.9%,-7.7%,-0.5,-8.7%,u,-8.8%
COc1ccccc1/C=N\Nc1cc(C)nc(-n2nc(C)cc2C)n1,-5.4%,u,30.5%,-10.6%,-7.5%,-32.0,4.4%,-9.3%,-18.4%
N#Cc1c[nH]n2c(NC3CCCC3)c(-c3ccc(Cl)cc3)nc12,-8.9%,26.9%,0.0%,1.0%,x,-5.4,-3.7%,u,-16.2%
CCCCn1c(SCC(=O)Nc2cc(C)on2)nc2cc(S(N)(=O)=O)ccc21,-5.1%,u,x,-10.8%,2.0%,0.4,x,x,-12.8%
COc1cc(NC(=O)COc2ccccc2[N+](=O)[O-])ccc1NC(=O)c1ccco1,-1.9%,u,0.8%,6.9%,6.0%,-3.4,-6.4%,-11.0%,6.0%
CC(NC(=O)C1CCN(c2nc3ccccc3nc2C(F)(F)F)CC1)c1ccccc1 (stereo not drawn),4.8%,15.7%,17.9%,0.0%,x,x,1.0%,-6.3%,-2.5%
Cc1cnc(N2C(=O)c3ccc([N+](=O)[O-])cc3C2=O)s1,i,25.1%,-0.5%,-10.5%,0.3%,4.9,0.4%,-1.9%,-0.5%
CCCn1c(=O)c(C(=O)NCc2ccc(OC)c(OC)c2)c(O)c2ccccc21,-10.5%,-2.9%,-5.1%,-2.0%,4.9%,14.4,-1.3%,-7.1%,-20.1%
CC(=O)c1ccc(NC(=O)CSc2nc(-c3ccccc3C)nc3c2c(=O)n(C)c(=O)n3C)cc1,-8.3%,4.9%,2.9%,-4.2%[60.1 µM],x,-5.0,0.3%,u,-10.0%
O=C(Cc1ccc(NS(=O)(=O)c2ccc(F)cc2)cc1)NCc1cccnc1,i,9.4%,16.6%,2.3%,5.7%,-17.1,2.8%,-4.3%,-7.5%
S=c1[nH]c(-c2ccccc2)cn1/N=C/c1ccncc1,-7.2%,15.1%,1.5%,-17.0%,-2.6%,-7.2,-12.1%,-9.8%,-4.1%
COc1ccc(/C=N/NC(=O)c2cccc(NC(=O)c3ccccc3)c2)c(C(=O)O)c1OC,i,31.0%[activator],92.4%,-0.3%,1.2%,2.6,0.6%,-8.7%,-11.4%
CC(C)CN(C(=O)CC(C)c1ccccc1)c1c(N)n(Cc2ccccc2)c(=O)[nH]c1=O (stereo not drawn),-11.7%,16.4%,x,-11.0%,35.7%,-12.0,x,x,-2.5%
Cc1ccc(NC(=O)Cn2c3ccc(F)cc3c3nc4n(c(=O)c32)CCS4)cc1F,-2.3%,90.7%[activator],1.2%,1.7%,-0.1%,-16.3,-3.7%,-13.0%,-12.2%
Cc1ccc2c(c1)N(CC(=O)NCC1CCCO1)C(=O)C(C(C)C)O2 (stereo not drawn),-6.0%,4.2%,13.1%,-20.9%,14.1%,4.8,-3.8%,-2.5%,2.0%
CCN(CC)S(=O)(=O)c1ccc(NCc2ccccc2)nc1,-1.6%,9.6%,-14.2%,-22.2%,-4.2%,6.9,-4.2%,-12.7%,-9.3%
CCCCN(CC)CCCNC(=O)c1sc2nc3n(c(=O)c2c1C)CCCCC3,-6.5%,-0.8%,-27.1%,-3.5%,x,-17.6,-5.3%,-5.3%,-14.1%
COc1ccc(CNC(=O)c2ccc3c(c2)N(Cc2c(F)cccc2Cl)C(=O)CS3)cc1,-9.1%,-2.3%,19.7%,7.2%,x,x,-1.5%,-2.8%,-10.8%
O=C(COc1ccccc1Cl)OCc1cc(=O)n2nc(C3CC3)sc2n1,-2.8%,7.5%,32.2%[activator],2.1%,x,x,-0.2%,-6.3%,1.9%
O=C(N[C@@H]1CCC(=O)N(CC[C@H](Sc2ccc(Br)cc2)c2ccccc2)CC1)OCc1ccccc1,i,-10.7%&15.9%,x,-1.5%&-6.3%,22.7%,x,x,x,-18.7%

This is a subset, so the mix of outcomes need not match the whole.
